Compound activity from PubChem BioAssay.
RAD54 inh: RAD54 (human) branch migration inhibition; Q92698; 360,000 tested, 0.14% active; inhibition, % at 10.4 µM; RAD54 Holliday junction branch migration, FAM/BHQ fluorescence;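 active means mean normalized replicate activity at least 40 and at least half of replicates scoring 40 or more; inconclusive means only one of the two criteria met; inactive means mean below 40 and under half of replicates reaching 40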;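 further: 0% = median of neutral control wells and 100% = median of positive control wells; inhibitors cause a drop in the FAM fluorescence signal; in these data hits start at about 50%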
Target sequence (Q92698 whole entry, looked up): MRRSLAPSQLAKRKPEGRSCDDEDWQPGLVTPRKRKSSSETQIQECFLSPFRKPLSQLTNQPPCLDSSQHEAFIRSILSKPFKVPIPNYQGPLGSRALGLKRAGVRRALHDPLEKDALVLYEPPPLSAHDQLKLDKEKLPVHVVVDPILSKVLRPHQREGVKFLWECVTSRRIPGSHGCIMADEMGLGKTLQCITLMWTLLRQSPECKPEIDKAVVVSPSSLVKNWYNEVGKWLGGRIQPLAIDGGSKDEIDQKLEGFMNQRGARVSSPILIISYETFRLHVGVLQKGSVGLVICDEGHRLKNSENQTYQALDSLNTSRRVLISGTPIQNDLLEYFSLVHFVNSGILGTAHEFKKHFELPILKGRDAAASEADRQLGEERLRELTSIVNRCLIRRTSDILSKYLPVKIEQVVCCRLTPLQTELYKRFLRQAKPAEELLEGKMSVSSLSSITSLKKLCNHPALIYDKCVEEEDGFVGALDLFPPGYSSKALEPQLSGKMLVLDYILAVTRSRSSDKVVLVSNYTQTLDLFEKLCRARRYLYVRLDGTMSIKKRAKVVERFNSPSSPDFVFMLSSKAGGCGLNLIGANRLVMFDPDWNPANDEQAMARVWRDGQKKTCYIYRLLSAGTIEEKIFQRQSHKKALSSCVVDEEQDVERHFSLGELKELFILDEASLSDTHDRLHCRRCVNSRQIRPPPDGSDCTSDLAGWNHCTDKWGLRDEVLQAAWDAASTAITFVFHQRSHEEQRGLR
S100A4 MyoIIA: inhibitors of human S100A4 binding to myosin IIA peptide; P26447; S100A4/TAMRA-MyoIIA peptide fluorescence polarization; inhibition, % at 10.7 µM; 360,000 tested, 0.14% active; AID 652163;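 active means mean inhibition of at least 70% across replicates, with every replicate also reaching that level; inconclusive means mean inhibition reaches 70% but some replicates fall short; inactive means mean inhibition below 70%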
Target sequence (P26447 whole entry, looked up): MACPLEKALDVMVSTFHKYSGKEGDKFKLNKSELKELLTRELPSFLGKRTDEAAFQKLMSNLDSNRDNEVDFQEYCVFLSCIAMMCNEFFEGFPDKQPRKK
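Compound dosing: one dose per compound; test system: human S100A4 monomer with TAMRA-labelled myosin IIA peptide; probe or stimulus: TAMRA-labelled myosin IIA heavy-chain peptide probe, 5 nM; medium: HEPES buffer with Ca2+, pH 7.2; schedule: 5 min incubation before reading; benchmarks: neutral control DMSO, positive control TFP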
FN deposition inh: fibronectin deposition inhibition | 350,000 tested, 0.086% active | AH1F fibroblasts, Alexa488-fibronectin deposition fluorescence, overnight | inhibition, % at 12.6 µM;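 active means mean inhibition across replicates of 30% or more, regardless of how many single replicates reach that level; inconclusive means mean under 30% yet at least half of replicates reach 30%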;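 further: positive control wells lacked labelled fibronectin entirely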
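Test system: AH1F fibroblast monolayer depositing Alexa488-labelled fibronectin into matrix. Input: 10000 cells per well. Technique: fluorescence, ex 485 nm, em 525 nm. Buffer or medium: DMEM plus 2% serum, read in PBS. Timing: 1 h cell adhesion before compound, then overnight fibronectin incubation. Compound: single dose, pinned. Read-out basis: inhibition from reduced deposited-fibronectin fluorescence.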
EWS-Fli inh: EWS/Fli transcriptional activity inhibition. 350,000 tested, 0.67% active. A673 NR0B1-luciferase reporter, viability-normalised. inhibition, % at 12.6 µM;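 active means mean inhibition of at least 50% after viability correction, with every replicate also passing that limit; inconclusive means mean reaches 50% but only one of two replicates passes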;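 further: firefly luciferase signal divided by Alamar Blue viability fluorescence both relative to DMSO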
RAD52 inh: RAD52 (human) annealing inhibition | P43351 | recombinant RAD52 DNA annealing, FRET fluorescence | inhibition, % at 18.7 µM | 360,000 tested, 0.46% active | AID 651710;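 active means every replicate showing at least 50% inhibition; inconclusive means mean inhibition at least 50% but not in every replicate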
esBAF inh: SWI/SNF esBAF complex inhibition. mouse ES cells, Bmi1-luciferase knock-in reporter, 24 h; 100% = twice the neutral-well signal. reporter increase, % at 12.5 µM. 350,000 tested, 2% active. AID 602393; in the data active means activation above about 40%; inconclusive means no clear call, values can overlap the other calls;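 further: 0% = median of the plate's neutral control wells and 100% = double that signal; a rise in the Bmi1 reporter signal indicates esBAF inhibition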
E-sel inducer: induces E-selectin expression in human endothelial cells; activation, % at 7.58 µM; AID 686992; 260,000 tested, 0.37% active; HUVEC E-selectin immunofluorescence imaging; normalized: neutral wells 0, TNF-alpha wells 100;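 active means mean E-selectin-positive cell signal at least 10% of the positive control, reached in at least 60% of replicates, without over 20% cell loss; inconclusive means no rule given, readout overlaps actives, possibly toxicity-flagged; inactive means the rest, including those meeting only one limit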;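 further: in these data hits start at about 27%; measured in HUVEC primary endothelial cells; signal is the percent of cells scored E-selectin positive by PE staining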
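material = human umbilical vein endothelial cells (HUVEC), E-selectin induction | quantity = 3,000 cells/well | medium = EGM-2 growth medium on 0.1% gelatin-coated wells | technique = immunofluorescence imaging | read-out basis = % PE-positive cells | control set = TNF-alpha positive control, DMSO neutral control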
Xi reactivation: activators of X-chromosome reactivation in mouse fibroblasts | AID 743238 | activation, % at 7.58 µM | 360,000 tested, 0.055% active | XiGFP mouse fibroblasts, % GFP-positive cells imaging, 3 d; cells co-treated with 5-aza-dC sensitizer; scaled so ellipticine positive control = 100%;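 active means mean normalized replicate activation at least 10% and every replicate at or above 10%; inconclusive means only one of the two criteria met; inactive means mean below 10% and not all replicates reach 10%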;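 further: 0% = median of on-plate neutral control wells and 100% = ellipticine 6 µM median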
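material = 68-5-11 XiGFP fibroblast line | medium = DMEM plus 5-aza-dC sensitizer | schedule = 3 days compound exposure | benchmarks = positive control ellipticine, 6 µM final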
Active calls of the source: *; u = inconclusive; x = no result given; & = joins results of further samples.

The first 2 records, ahead of the listing:
SMILES | RAD54 inh | S100A4 MyoIIA | FN deposition inh | EWS-Fli inh | RAD52 inh | esBAF inh | E-sel inducer | Xi reactivation
O=C(NCc1cccnc1)c1ccc([N+](=O)[O-])cc1 | -3 | -3 | -1 | -10 | 0 | -1 | 0.3 | 0.6
CNc1cccc(-c2cccc(C(=O)N3CCOCC3)c2)n1 | 4 | 65 | 4 | -24 | -4 | 20 | 2.0 | 0.0

The whole of this part, previewed entries included:
SMILES | RAD54 inh | S100A4 MyoIIA | FN deposition inh | EWS-Fli inh | RAD52 inh | esBAF inh | E-sel inducer | Xi reactivation
O=C(NCc1cccnc1)c1ccc([N+](=O)[O-])cc1 | -3 | -3 | -1 | -10 | 0 | -1 | 0.3 | 0.6
CNc1cccc(-c2cccc(C(=O)N3CCOCC3)c2)n1 | 4 | 65 | 4 | -24 | -4 | 20 | 2.0 | 0.0
S=C(Cc1ccccc1)N1CCOCC1 | x | -10 | 5 | -2 | -8 | 6 | -0.3 | -0.1
COC(=O)c1c(NC(=O)C2CC(C)=C(C)CC2C(=O)O)sc2c1CCCCC2 (configuration not stated) | -12 | -3 | 10 | -2 | -7 | 0 | x | 0.3
Cc1cc(S(=O)(=O)Nc2ccc3cn[nH]c3c2)c(C)cc1Cl | -6 | 0 | 1 | 12 | -25 | 2 | 0.1 | 0.0
CC1(CCC(=O)N2CCCC(N3CCN(c4ccc(F)cc4)CC3)C2)CC1 (configuration not stated) | 10 | -6 | -3 | 12 | -10 | 4 | -0.2 | 0.2
Cc1cccc(C(=O)NCC(=O)OCC(=O)c2ccc(C)s2)c1 | 8 | -5 | 5 | 1 | -13 | 5 | 0.0 | 0.0
CCOC(=O)N(CC)OC(=O)Nc1ccc(Cl)cc1 | -10 | 0 | x | x | 7 | 11 | x | x
O=c1c2oc3ccccc3c2ncn1Cc1ccc(Cl)cc1 | 8 | 5 | 14 | -2 | -19 | 5 | 25 | 0.3
C/C=C/c1ccccc1[C@H]1[C@@H](C#N)N(c2nc(CC)cs2)[C@H]1CO | x | -41 | 16 | 1 | -3 | x | 0.0 | 0.0
CCNC(=O)[C@@H]1[C@@H](CO)[C@@H]2Cn3c(ccc(-c4ccccc4)c3=O)[C@H]1N2CCC(F)(F)F | 2 | -1 | x | -1 | 19 | -5 | -0.1 | 0.0
O=C(CCn1c(=S)oc2ccccc21)Nc1ccccc1Br | -9 | -3 | 0 | -2 | -11 | 8 | 2.2 | -0.1
COCC(=O)N1[C@@H](CO)[C@@H](c2ccc(-c3ccccc3)cc2)C12CN(C(C)=O)C2 | x | -9 | 0 | -1 | -18 | x | 0.1 | 0.1
CCC1NC(=O)c2cccnc2-n2c1nc1cc(C)cc(C)c1c2=O (configuration not stated) | -14 | -2 | x | 5 | 13 | 6 | -1.8 | 0.0
COc1cccc(S(=O)(=O)N2C[C@@H](O)COC[C@H]3O[C@H](CC(=O)N4CCOCC4)CC[C@@H]32)c1 | -5 | -9 | -4 | -1 | 6 | 4 | -0.2 | 0.1
COC(=O)[C@H](CO)N1C(=O)[C@@H]2[C@H](C1=O)C1C=C[C@H]2C1 | -1 | -3 | -2 | -2 | -8 | -2 | 0.1 | -0.1
COc1ccc(NC(=O)N(C)C[C@H]2OCCCC[C@@H](C)Oc3ccc(NS(C)(=O)=O)cc3C(=O)N([C@@H](C)CO)C[C@@H]2C)cc1 | -4 | 0 | x | -11 | -14 | -1 | 0.0 | -0.1
COc1ccccc1CNC(=O)c1cccc(S(=O)(=O)N2CCCC2)c1 | -4 | 1 | 0 | -5 | 2 | 2 | 2.9 | 0.0
COc1ccc(CC(N)c2csc(NC(=O)C(c3ccccc3)c3ccccc3)n2)cc1 (configuration not stated) | -2 | -8 | 3 | 20 | -41 | -41 | 0.0 | 0.4
CCCc1cc(=O)[nH]c(SCC(=O)N(C)CC(=O)Nc2ccc(F)cc2)n1 | 5 | -2 | -6 | 3 | -6 | 0 | x | 0.3
COc1ccc(S(=O)(=O)N(C)C[C@@H]2Oc3cc(-c4ccccc4OC)ccc3S(=O)(=O)N([C@H](C)CO)C[C@H]2C)cc1 | 4 | -9 | x | 0 | 14 | -1 | -0.3 | -1.3
CCCCN(C=O)c1c(CC)nc2c(OCCn3cccc3)cccn12 | -10 | -2 | -5 | -2 | -27 | 1 | 0.1 | 0.1
Cc1ccc(OCC(O)CNC2CCCC2)c(C)c1 (configuration not stated) | 6 | -10 | 5 | 5 | -5 | 1 | x | 0.0
O=C(Nc1nc2ccccc2s1)c1cccc(S(=O)(=O)N2CCc3ccccc32)c1 | -5 | -1 | 7 | -29 | -1 | 31 | x | 0.0
COc1cc(CN2CCC(C)CC2)ccc1OCc1ccccc1 | 9 | -2 | -2 | -22 | -10 | 3 | 0.2 | 0.0
N#Cc1c(Nc2ccccc2)c(/C=N/NCCO)c[nH]c1=O | x | -1 | 0 | 5 | -26 | x | x | 0.0
C[C@@H]1CN([C@H](C)CO)C(=O)c2cc(NC(=O)NC3CCCCC3)ccc2O[C@@H](C)CCCCO[C@@H]1CN(C)S(=O)(=O)c1cn(C)cn1 | -1 | 7 | x | -12 | -2 | -3 | 0.0 | 0.1
Cc1ccc(S(=O)(=O)C2(C(=O)N3CCCCC3C)CC2)cc1 (configuration not stated) | 8 | 10 | x | 6 | -16 | -5 | x | x
COc1ccc(S(=O)(=O)N2CCCCCC2)cc1C(=O)NCc1ccco1 | 0 | -6 | -2 | 5 | -6 | 1 | -0.1 | -0.1
Cc1cc(F)ccc1S(=O)(=O)Nc1ccccc1C(=O)NCc1cccnc1 | x | -5 | -12 | 6 | -6 | x | -0.1 | 0.0
C[C@H](CO)N1C[C@H](C)[C@H](CN(C)Cc2ccc(C(F)(F)F)cc2)Oc2ccc(NS(=O)(=O)c3ccc(F)cc3)cc2CC1=O | 0 | -17 | x | 0 | 16 | 13 | -0.2 | -0.7
C[C@]12CCC(=O)C=C1CC[C@@H]1[C@@H]2C(=O)C[C@@]2(C)[C@H]1CC[C@]2(O)C(=O)CO | 15 | -9 | 0 | 2 | 8 | -5 | 0.3 | -0.1
COc1ccc(NC(=O)c2cnc(SC)n2-c2ccc(F)cc2)c(OC)c1 | 2 | -1 | -2 | -15 | -6 | 6 | x | 0.0
COc1ccc(-c2cc3c(=O)n(CC(=O)Nc4cccc(Cl)c4)nc(C)n3n2)cc1 | 0 | 2 | -4 | x | 0 | -5 | 0.4 | 0.0
CC(C)CC1(C(=O)O)NC(c2ccccc2O)C2C(=O)N(C(C)C)C(=O)C21 (configuration not stated) | -4 | 4 | -3 | 4 | -6 | -3 | x | 0.1
CNC[C@H]1Oc2ncc(C#Cc3ccccc3F)cc2C(=O)N([C@H](C)CO)C[C@H]1C | x | x | x | 0 | x | 1 | 0.2 | 0.5
O=C(NCc1ccccc1)[C@@H]1CCCN1C(=O)[C@H]1CCCN1C(=O)c1ccc(Cl)c(Cl)c1 | x | 17 | -11 | -10 | -1 | x | -0.1 | 0.1
CC[C@@H]1C/C=C\Cc2ccccc2[C@H](C(=O)C[C@H](O)CC(C)=O)OC1=O | -12 | 16 | -6 | -8 | -13 | 4 | -0.8 | 0.0
CC1(C(=O)Nc2ccc(Cl)c(C(F)(F)F)c2)Cc2c(-c3ccccc3)ccnc2O1 (configuration not stated) | -5 | -4 | 0 | 1 | -12 | -2 | 0.0 | 0.4
C[C@H](CO)N1C[C@H](C)[C@H](CN(C)S(C)(=O)=O)Oc2c(NS(=O)(=O)c3cccs3)cccc2C1=O | -2 | -2 | x | 0 | -9 | -5 | -0.7 | 0.2
O=C(C[C@@H]1C=C[C@@H](NS(=O)(=O)c2ccccc2)[C@H](CO)O1)NCCN1CCCCC1 | 2 | 1 | 5 | -36 | -12 | 2 | -0.2 | 0.2
COc1ccc(CC(=O)Nc2cccc(/C(C)=N/NC(=O)C3(C)CC3(Br)Br)c2)cc1 (configuration not stated) | -3 | -10 | -1 | 11 | -32 | 5 | -0.1 | -0.1
C[C@@H]1CCCCO[C@H](CN(C)C(=O)Nc2ccc(C(F)(F)F)cc2)[C@@H](C)CN([C@@H](C)CO)C(=O)c2cc(NC(=O)C3CCCCC3)ccc2O1 | -28 | 7 | x | 4 | -1 | 3 | 1.4 | -0.8
O=C1CS/C(=C/C(=O)c2cccc(Cl)c2)N1 | x | 3 | -8 | -18 | -193 | x | 3.6 | 0.3
CCOc1ccc(C(=O)CCC(=O)N2CCN(S(=O)(=O)c3cccc(F)c3)CC2)cc1 | -3 | -2 | -8 | -4 | -23 | 6 | x | -0.1
O=C(C[C@@H]1C=C[C@H](NS(=O)(=O)c2ccccc2F)[C@@H](CO)O1)NCCCN1CCOCC1 | 3 | u | 6&8 | 7 | 3&-8 | -1 | -0.4&-0.1 | -0.4&-0.1
Cc1cccnc1NC(=O)CNC(=O)C12CC3CC(CC(C3)C1)C2 | x | 0 | 1 | 3 | -3 | x | 0.0 | 0.2
CCn1nc(C(=O)NNS(=O)(=O)c2ccc(C)cc2)c2ccccc2c1=O | -4 | 1 | -5 | 4 | 1 | x | -0.3 | 0.1
C=CCN(C(=O)CCC(=O)Nc1cc(C)on1)C(C(=O)NC1CCCC1)c1ccc(OC)c(OC)c1 (configuration not stated) | 0 | 1 | -2 | -7 | -4 | -3 | 0.0 | 0.3
COc1ccccc1CCNC(=O)CN1C(=O)NC2(CCCC2)C1=O | -10 | 0 | -10 | -7 | 1 | -1 | -2.1 | 0.2
C[C@H]1CCCCO[C@@H](CN(C)C(=O)c2ccncc2)[C@@H](C)CN([C@@H](C)CO)C(=O)c2cc(NS(=O)(=O)c3ccccc3)ccc2O1 | 13 | 2 | x | -6 | -2 | -8 | 0.0 | -0.8
O=C(CN1CCCc2ccccc21)N/N=C/c1c(O)ccc2ccccc12 | x | 8 | -7 | -4 | -166 | x | -0.2 | 1.5
COc1ccccc1-c1ccc([C@@H]2[C@H](CO)N(C(C)=O)C23CN(C(C)=O)C3)cc1 | x | 0 | x | 18 | -6 | x | -0.3 | 0.4
C[C@H](CO)N1C[C@H](C)[C@H](CN(C)Cc2ccc(-c3ccccc3)cc2)Oc2c(NC(=O)Nc3ccc4c(c3)OCO4)cccc2C1=O | -1 | -30 | -4 | 4 | -54 | -4 | -0.5 | -0.8
C[C@@H]1CN([C@H](C)CO)S(=O)(=O)c2ccc(/C=C/c3ccccc3)cc2O[C@@H]1CN(C)C(=O)NC1CCCCC1 | 5 | 3 | x | 8 | -11 | -11 | x | 0.6
C[C@@H]1CCC[C@@]2(O[C@@H](CCO)C[C@H](O)[C@H]2O)O1 | -11 | -2 | 2 | -2 | 0 | x | -0.1 | 0.6
